N370S GC mod: qHTS Assay for Inhibitors and Activators of N370S glucocerebrosidase as a Potential Chaperone Treatment of Gaucher Disease | Lysosomal acid glucosylceramidase (Homo sapiens), P04062 | N370S GC spleen homogenate, 4MU-glucoside fluorescence | 330,000 compounds, 0.092% hits | Potency, µM (titrated, usually from 59.4 µM), inactives show top-dose activity change, negative = inhibition, actives largely listed as inhibitors | AID 2101, 2009;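 note: 0% = full enzyme activity and -100% = no enzyme basal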
FEN1 inh: qHTS Assay for the Inhibitors of Human Flap endonuclease 1 (FEN1). 390,000 compounds, 0.35% hits. Potency, µM (series often up to 114 µM), for the others: at the highest dose activity change, negative = inhibition, usual class: inhibitors. AID 588795, 2011. Recombinant FEN1 flap cleavage, fluorescence, 15 min; note: nearly all actives have a fitted effect of over 65% in size
Target sequence (P39748 whole entry, looked up): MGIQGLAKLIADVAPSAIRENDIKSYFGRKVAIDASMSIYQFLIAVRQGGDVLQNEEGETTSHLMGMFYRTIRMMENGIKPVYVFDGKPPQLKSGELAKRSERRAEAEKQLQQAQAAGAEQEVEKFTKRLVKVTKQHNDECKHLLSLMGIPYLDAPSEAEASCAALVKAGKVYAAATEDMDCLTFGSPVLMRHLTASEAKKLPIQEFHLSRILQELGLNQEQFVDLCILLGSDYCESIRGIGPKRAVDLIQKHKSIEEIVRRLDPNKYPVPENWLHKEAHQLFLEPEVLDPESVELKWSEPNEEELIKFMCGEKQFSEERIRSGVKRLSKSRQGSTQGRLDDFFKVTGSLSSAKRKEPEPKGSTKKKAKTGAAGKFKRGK
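Read-out was taken twice, immediately and after 15 min, following addition of 50 nM substrate to 10 nM FEN1 that had sat with test compound for 15 min at room temperature. Curves came from a four-parameter Hill model.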
KAT2A inh: qHTS Assay for Inhibitors of GCN5L2 | Potency, µM (highest dose often 58.9 µM), without a hit: at the highest dose activity change, negative = inhibition, most hits filed as inhibitors | 390,000 compounds, 0.21% hits | AID 504327, 2011 | GCN5L2 HAT assay, ThioGlo1 CoA-SH fluorescence
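Preincubate 20nM GCN5L2 with compound 15 min, RT → add 50uM ThioGlo1 + 75uM H3(1-25) + 70uM acetyl-CoA → read fluorescence 0 and 20 min. Primary qHTS; fluorescent artifacts likely.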
Starred values were filed as active, the others as inactive; ? = inconclusive; . = not tested or not shown; & = joins results of further samples; [ ] = remark or other dose. Calls come from the whole dose curve; as a rule, active = well fitted curve in the direction sought with a large enough effect; inconclusive = small, poorly fitted or top-dose-only effect, or another doubt; inactive = no such curve, though single readings can be large; an effect the other way counts as inactive or inconclusive. Unless noted, % is set by controls: 0 for no effect and ±100 for the full control effect; potency is the fitted concentration of half-maximal effect. These rows are one share of the data; rates above refer to the full screens.

SMILES	N370S GC mod	FEN1 inh	KAT2A inh
CC1(C)COCN1S(=O)(=O)c1ccc(C(=O)Nc2nnc(-c3ccc(Cl)s3)o2)cc1	28%	-6%	-12%
CC(Oc1ccc2ccc(=O)oc2c1)C(=O)N1CCOCC1 (stereo not given)	?	16%	2%
CCC(=O)NC(c1ccccc1OC)c1ccc2cccnc2c1O (stereo not given)	-4%	1%	-2%
CCn1cc(Br)c(C(=O)Nc2ccc(OC)cc2)n1	10%	4%	-10%
CCC(=O)Nc1ccc(-c2ccc(NC(=O)CC)c(OC)c2)cc1OC	-2%	9%	-7%
CCc1nnc(NS(=O)(=O)c2ccc(N/C=C\C(=O)c3cccc4ccccc34)cc2)s1	-18%	-9%	-15%
C#CCOCCOCCOCCNc1nc(N2CCN(C(=O)[C@H](CCC(=O)O)n3cc(CN)nn3)CC2)nc(N2CCN(C(=O)[C@H](CCCCN)n3cc([C@@H](N)CC(N)=O)nn3)CC2)n1	.	-13%	-1%
COc1cc(/C=C/C(=O)OCC(=O)N2CCN(S(=O)(=O)c3ccc(C)cc3C)CC2)ccc1O	-3%	-17%	-4%
COCCCNC(=O)CN(C1CCCCC1)S(=O)(=O)c1ccc(C)cc1	8%	-1%	-1%
O=C(c1ccncc1)N1CCCC(N2CCN(c3ccc(F)cc3)CC2)C1 (stereo not given)	-12%	2%	-2%
CCc1ccc(-n2c(=O)c3c4c(sc3n(CC(=O)c3ccc(F)cc3)c2=O)CCC4)cc1	.	-12%	-2%
CCOC(=O)C1CCN(Cc2cc(=O)n3c(-c4ccccc4)csc3n2)CC1	3%	3%	-7%

Laid out differently: results already given
SMILES: CC(Oc1ccc2ccc(=O)oc2c1)C(=O)N1CCOCC1 (stereo not given)
- N370S GC mod: ?
- FEN1 inh: 16%
- KAT2A inh: 2%

SMILES: CCC(=O)NC(c1ccccc1OC)c1ccc2cccnc2c1O (stereo not given)
- N370S GC mod: -4%
- FEN1 inh: 1%
- KAT2A inh: -2%

(further entries)
SMILES	N370S GC mod	FEN1 inh	KAT2A inh
CC(=O)Nc1cccc(C(=O)OCC(=O)N(c2ccccc2)C2CCS(=O)(=O)C2)c1 (stereo not given)	-4%	10%	-4%
O=C(COc1cccc2c1CCN(Cc1ccccc1F)C2=O)N1CCOCC1	-10%	.	-10%
O=c1cc(CO)oc(C(Nc2ccccn2)c2ccc(C(F)(F)F)cc2)c1O (stereo not given)	-4%	-2%	7%
COc1ccc(N2C(=O)CC(Sc3nnnn3-c3ccc(F)cc3)C2=O)cc1 (stereo not given)	-11%	-8%	27%
O=C(NCCc1ccccc1)c1cc(-c2ccccc2)nc2n[nH]c(-c3ccccc3)c12	.	-14%	-4%
OC1CCCN(c2ncnc3c2nnn3Cc2c(F)cccc2Cl)C1 (stereo not given)	-23%	-2%	-7%
CCC(C)N(C(=O)CSc1nnc(COc2ccccc2F)n1N)C1CCS(=O)(=O)C1 (stereo not given)	-23%	3%	-1%
Cc1cc(OCC(=O)OCC(=O)NC2CCCC2)ccc1Cl	.	3%	-2%
CN1CCCN(C(=O)Cc2c(Cl)cccc2Cl)c2nc3ccccc3nc21	3%	-24%	1%
O=C(c1cccc(C(F)(F)F)c1)C1CCCN(C(=O)CCCn2cncn2)C1 (stereo not given)	5%	5%	5%
COc1ccc(-c2nn(C)c3sc(C(=O)NCCN(C)C)cc23)cc1OC	-23%	18µM*	?
Cc1ccc2[nH]c3c(=O)n(CC(=O)NCCCN(C)Cc4ccccc4)ncc3c2c1	1%	7%	-9%
Cc1ccc(-n2c(SCc3cc(=O)n4ccsc4n3)nnc2-c2cccnc2)c(C)c1	-6%	0%	-7%
CC1CCc2c(sc3nc(CSc4nnnn4C)[nH]c(=O)c23)C1 (stereo not given)	?	-6%	-4%
CCOc1ccc(C(=O)NCCn2cc(SCC(=O)Nc3ccc4c(c3)OCCO4)c3ccccc32)cc1	.	-14%	-6%
COc1ccccc1-n1c(N)c(C(=O)NCC2CCCO2)c2nc3ccccc3nc21 (stereo not given)	?	8%	-2%
Cc1cc(C)cc(N=c2c([N+](=O)[O-])nn(-c3cccc(Cl)c3)n2O)c1	-1%	6%	-4%[0.501 µM]
Cc1cc(C)n(CC(=O)N/N=C/c2ccc3c(c2)OCO3)n1	11%	0%	2%
Cc1ccc(-c2[nH]c3ccccc3c2SCCNC(=O)c2ccc(S(=O)(=O)N3CCOCC3)cc2)cc1	-5%	-10%&-10%	-12%&-5%
COc1ccc(OC)c(C2CC(=O)C(C)C(c3cc(OC)ccc3OC)N2)c1 (stereo not given)	0%	-7%	-14%
COCCn1nc2cc(C(=O)NCc3cc(C(F)(F)F)cc(C(F)(F)F)c3)ccc2c1OC	10%[12.8 µM]	9%	-1%
CCOc1ccc(CCNC(=O)CN2C(=O)NC(CCSC)C2=O)cc1OCC (stereo not given)	9%	-12%	4%
COc1ccc(Br)c(C(=O)OCC(=O)NC(=O)NC2CCCC2)c1	.	4%	-13%
COc1ccccc1C(=O)NC(=O)COC(=O)c1nc2nc(C)cc(C)n2n1	0%	-2%	0%
CNc1nc(OCC(F)(F)F)nc(N2CCOCC2)n1	-14%	1%	.
N#Cc1cc([N+](=O)[O-])ccc1NCCCn1ccnc1	-8%	-4%	-8%
COc1ccc(-c2cc(-c3ccccc3)no2)cc1	-9%	1%	-19%
COc1ccc(N2CC(NC(=O)C3CC3)CC2=O)cc1 (stereo not given)	.	-5%	-4%
COc1ccc(C)cc1NC(=O)CCS(=O)(=O)c1ccc2c(c1)oc(=O)n2C	8%	15%	-18%
CCc1nnc(NC(=O)c2ccc(S(=O)(=O)NCC(C)C)cc2)s1	26%	0%	2%
CC(=O)N1N=C(c2ccccc2)CC1c1cn(Cc2ccccc2)c2ccccc12 (stereo not given)	14%	3%	-2%
C/C(=N\NC(=O)c1ccco1)c1ccc(-c2ccccc2)cc1	-3%	-7%	-8%
CCCCC(CC)CNC(=O)Cn1c(=S)[nH]c2ncccc2c1=O (stereo not given)	-15%	.	-4%
COc1ccc(OC)c(NC(=O)CCn2cccn2)c1	.	11%	29%
COCCNC(=O)c1cc(-c2ccccc2OC)on1	-2%	-1%	-7%
Cc1cc(OCC(=O)N(C)Cc2ccccc2)ccc1Cl	-6%	-4%	-4%

Ordered by count of non-hydrogen atoms (falling): some entries from above
SMILES	N370S GC mod	FEN1 inh	KAT2A inh
CCc1nnc(NS(=O)(=O)c2ccc(N/C=C\C(=O)c3cccc4ccccc34)cc2)s1	-18%	-9%	-15%
CCC(=O)Nc1ccc(-c2ccc(NC(=O)CC)c(OC)c2)cc1OC	-2%	9%	-7%
Cc1cc(C)cc(N=c2c([N+](=O)[O-])nn(-c3cccc(Cl)c3)n2O)c1	-1%	6%	-4%[0.501 µM]
CC(Oc1ccc2ccc(=O)oc2c1)C(=O)N1CCOCC1 (stereo not given)	?	16%	2%
Cc1cc(OCC(=O)N(C)Cc2ccccc2)ccc1Cl	-6%	-4%	-4%
COc1ccc(OC)c(NC(=O)CCn2cccn2)c1	.	11%	29%

Further structures.
SMILES	N370S GC mod	FEN1 inh	KAT2A inh
CCCCNC(=S)NNC(=O)c1c(Cl)c(C)nn1C	2%	10%	0%
CCN(CC)c1ccc(/C=C(\C#N)C(=O)NCc2ccccc2)cc1	9%	-16%	-3%
Cc1cc(C)cc(NC(=O)C2CC(=O)N(c3ccccc3)C2)c1 (stereo not given)	.	10%	0%
O=C(CC(c1ccccc1)C1CCCCC1=O)c1ccco1 (stereo not given)	10%	-10%	0%
COc1ccc(C2/C(=C(/O)c3ccc(F)cc3)C(=O)C(=O)N2c2ccccn2)cc1OC (stereo not given)	-2%	-11%	-2%
Cc1ccccc1C1CCCN(C(=O)c2cc(COc3c(F)cccc3F)on2)C1 (stereo not given)	-6%	-2%	0%
CC(C)(C)C1CCc2c(sc(N)c2C(N)=O)C1 (stereo not given)	-4%	7%	-10%
CCCCN(C)CCCNC(=O)Cn1ncc2c3ccccc3n(Cc3ccccc3F)c2c1=O	.	11%	3%
CC(=O)OCCNC(=O)Cn1cnc2c1c(=O)n(C)c(=O)n2C	0%	1%	3%
CSc1ccc(CN(C)C(=O)CSCC(=O)Nc2ccc(C)cc2)cc1	-3%	1%	4%
O=C(N/N=C/c1ccsc1)c1ccccn1	3%	15%	-9%
O=C(COC(=O)c1cc(Br)ccc1O)c1ccc(F)cc1	.	-10%	3%
O=C(CSc1nc(-c2ccc(Cl)cc2)cs1)Nc1cccc([N+](=O)[O-])c1	10%	-21%	-25%
Cc1ccc2oc(-c3ccccc3C(=O)O)cc(=O)c2c1	2%	-2%	-11%
CC(C)(O)CC[C@H](OC(=O)c1ccccc1)[C@](C)(O)[C@H]1CC[C@@]2(O)C3=CC(=O)[C@@H]4C[C@@H](O)[C@H](O)C[C@]4(C)C3CC[C@]12C (stereo not given in full)	4%	1%	-4%
CCC(=O)Nc1ccc(S(=O)(=O)Nc2cc(C)on2)cc1	-19%	4%	6%
CC1=C(C(=O)OC(C)C)C2(O)C(=O)c3ccccc3C2(O)N1 (stereo not given)	3%	-5%	-5%
CCc1ccc(C2=CC(c3c(F)cccc3Cl)n3c(nc4ccccc43)N2)cc1 (stereo not given)	.	-9%	-7%
Cn1cc(-c2nc3cnc(N4CCNCC4)nc3n(-c3ccccc3)c2=O)c2ccccc21	-18%	.	-5%
COC(=O)C1=C(C)NC(=S)NC1c1ccc(OC(=O)c2ccco2)cc1 (stereo not given)	-26%	1%	4%
O=C(Nc1nnc(C2CCCC2)s1)C1CCN(S(=O)(=O)c2ccc(Cl)cc2)CC1	19%	-2%	-3%
CC(NC(=S)Nc1ccccc1)C(c1cccs1)N1CCOCC1 (stereo not given)	3%	-4%	-2%
Cc1cccc(CN2CCc3c([nH]c4ccccc34)C2C(C)(C)C)n1 (stereo not given)	5%	2%	-6%
COC(=O)CSc1nnc(CCc2ccccc2)n1C	-10%	6%	-4%
CCN1CCN=C1Nc1ccccc1	-10%	-1%	-4%
CC12CCCCC1(O)[N+](=O)C1=C(CCCC1)N2[O-] (stereo not given)	-5%	5%	-2%
Cc1c(Cl)cccc1NC(=O)CCOc1ccccc1	.	-1%	-14%
CC1CN(C(=O)Nc2ccc(F)cc2)C2(CCCCCC2)O1 (stereo not given)	3%	2%	1%
CC(C)NC(=O)CSc1nnc2sc3ccccc3n12	2%	8%	-2%
O=C(NCCN1CCOCC1)N1c2ccccc2Sc2ccccc21	-10%	-12%	20%
O=C(NCC(c1cccs1)N1CCOCC1)c1ccc(Cl)c([N+](=O)[O-])c1 (stereo not given)	-9%	0%	1%
CCOC(=O)CNc1c(-c2ccc(OC)cc2)nc2ccc(Cl)cn12	?	?	3%
Cc1cc2c(c(N)n1)c(=O)oc1ccccc12	24%	0%	0%
Nc1nc(SCC(=O)NCCc2ccccc2)[nH]c(=O)c1-c1ccccc1	3%	.	1%
COCCCNC(=O)c1ccc(N(C)S(=O)(=O)c2ccc(OC)cc2)cc1	1%	3%	-13%
CC(=O)NC(C(=O)N1CCC(c2nc3ccccc3s2)CC1)C(C)C (stereo not given)	-4%	21%	-19%
Cc1ccc(CNC(=O)C2CCC(=O)N(CCc3ccc(Cl)cc3)C2)s1 (stereo not given)	-3%	-2%	-1%
O=C(Nc1nc(NC(=O)c2ccco2)n(-c2ccccc2)n1)c1ccccc1	5%	-3%	0%
CC1(C)CN(c2ccc(N3CC(C)(C)C3=O)cc2)C1=O	-15%	4%	-3%
O=C1OCc2cc(-n3cccc3)ccc21	2%	-3%	-5%
COc1ccc(S(=O)(=O)N2CCOC23CCN(C(=O)c2ccccc2Br)CC3)cc1	0%	-1%	-6%
CC1=C(C(=O)N2CCCC(C(=O)c3cccc(C(F)(F)F)c3)C2)OCCO1 (stereo not given)	3%	19%	0%
CC(=O)c1nn(-c2ccccc2)cc1C(=O)c1ccc(Br)cc1	-10%	-2%	2%
O=C(Cc1c(C(=O)O)[nH]c2ccccc12)Nc1ccc2c(c1)OCO2	6%	-13%	-8%
C=CCSc1nnc(NC(=O)c2ccc(S(=O)(=O)NCC3CCCO3)cc2)s1 (stereo not given)	-7%	3%	-3%
COc1ccccc1-c1nccc(NCc2cccc(C)c2)n1	-21%	.	-4%
O=C(CSc1nnc(Cc2ccccc2)o1)NCc1ccc2c(c1)OCO2	-1%	-3%	-11%

Screens from PubChem.
